Screening results from PubChem.
eLon inh – inhibitors of E. coli Lon protease, primary screen, biochemical, fluorescence polarization; hit rate 0.42% among 360,000; purified E. coli Lon protease; AID 602123, 2011; inhibition, % at 7.94 µM; in the data active = inhibition above about 13%, passing the limit was not always enough;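 note: 0% = enzyme with probe and DMSO and 100% = no enzyme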
SUMO1-SIM PPI – modulators of SUMO1 protein-protein interactions, primary screen, biochemical, uHTS; hit rate 0.33% among 360,000; inhibition, % at 20 µM; AID 602429, 2012; SUMO1 binding to a labelled peptide, TR-FRET, 1 h; in the data active = inhibition above about 37%
bovine MsrA act – bovine MsrA enzyme activators, primary screen, biochemical, absorbance, HTS; Methionine sulfoxide reductase A (Bos taurus); purified bovine MsrA, absorbance read-out; activation, % at 10.6 µM; hit rate 0.3% among 360,000; AID 602163, 2012; in the data active = activation above about 7.5%;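 note: 0% = vehicle and 100% = reference activator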
CendR NRP1 mod – modulators of CendR peptide binding to NRP-1, primary screen, biochemical, fluorescence polarization, uHTS; FAM-RPARPAR peptide binding to NRP-1; Neuropilin-1 (Homo sapiens), O14786; hit rate 0.85% among 360,000; inhibition, % at 25 µM;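 active = inhibition or corrected inhibition above about 18%, plus a signal ratio from 0.5 to 1.5, limit read from the data, passing the limit was not always enough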; note: strong numbers were not always called active
DNMT1 block – human DNMT1 methyltransferase inhibitors, primary screen, biochemical, molecular beacon, fluorescence, HinP1I cleavage, uHTS. hit rate 0.83% among 360,000. inhibition (reported as % activation of signal), % at 10 µM; in the data active = inhibition above about 50%
Target sequence (P26358 504-1616 limits assumed): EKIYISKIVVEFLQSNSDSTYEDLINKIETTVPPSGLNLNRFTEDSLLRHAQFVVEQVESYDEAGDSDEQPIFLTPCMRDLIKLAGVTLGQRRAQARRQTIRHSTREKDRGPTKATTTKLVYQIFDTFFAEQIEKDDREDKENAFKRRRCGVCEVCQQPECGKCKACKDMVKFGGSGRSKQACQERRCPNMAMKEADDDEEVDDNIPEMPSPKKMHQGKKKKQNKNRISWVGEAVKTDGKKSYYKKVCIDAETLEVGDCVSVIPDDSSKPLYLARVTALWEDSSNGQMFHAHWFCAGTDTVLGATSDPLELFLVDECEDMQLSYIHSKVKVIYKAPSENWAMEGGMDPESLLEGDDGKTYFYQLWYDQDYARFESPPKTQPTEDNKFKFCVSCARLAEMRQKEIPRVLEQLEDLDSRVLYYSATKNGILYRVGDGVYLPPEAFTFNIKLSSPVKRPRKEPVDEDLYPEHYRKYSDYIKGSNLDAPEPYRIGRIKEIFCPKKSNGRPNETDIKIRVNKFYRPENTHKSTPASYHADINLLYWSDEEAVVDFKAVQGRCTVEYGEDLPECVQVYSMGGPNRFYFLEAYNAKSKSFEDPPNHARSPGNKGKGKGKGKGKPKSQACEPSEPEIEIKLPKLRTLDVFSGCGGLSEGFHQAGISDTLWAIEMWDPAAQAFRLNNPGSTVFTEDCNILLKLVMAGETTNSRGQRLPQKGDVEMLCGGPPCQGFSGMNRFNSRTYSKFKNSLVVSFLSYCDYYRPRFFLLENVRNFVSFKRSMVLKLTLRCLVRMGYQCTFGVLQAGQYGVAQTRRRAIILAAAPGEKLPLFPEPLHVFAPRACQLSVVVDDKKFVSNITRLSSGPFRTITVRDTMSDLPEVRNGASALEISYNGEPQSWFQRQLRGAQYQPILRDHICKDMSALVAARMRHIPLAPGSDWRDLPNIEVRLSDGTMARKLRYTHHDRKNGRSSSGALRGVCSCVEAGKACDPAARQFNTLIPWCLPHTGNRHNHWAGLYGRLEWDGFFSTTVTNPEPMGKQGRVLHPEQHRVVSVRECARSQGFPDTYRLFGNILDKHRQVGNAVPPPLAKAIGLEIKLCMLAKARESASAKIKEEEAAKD
LMPTP block – LMPTP phosphatase inhibitors, primary screen, biochemical, fluorescence intensity, uHTS | recombinant LMPTP-A, OMFP fluorogenic substrate | inhibition, % at 20 µM | hit rate 0.22% among 360,000 | AID 651560, 2012;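 active = compounds that cut the enzyme signal by at least half of the control window in the single-dose screen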;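 note: plate controls were DMSO wells with enzyme plus substrate for no effect and substrate without enzyme for full effect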
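Test system – LMPTP-A enzyme · Amount – LMPTP-A at 0.625 nM final in the reaction · Buffer or medium – Bis-Tris pH 6.0, DTT, detergent · Reagent – OMFP 400 µM · Doses – single 20 µM dose · Schedule – reaction 50 min, room temperature, dark · Detection – fluorescence intensity of OMFP turnover product · Evaluation – percent inhibition versus substrate-only and uninhibited controls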
STEP inh – STEP phosphatase inhibitors, primary screen, biochemical, fluorescence intensity, uHTS | recombinant STEP, OMFP fluorogenic substrate | inhibition, % at 20 µM | hit rate 0.25% among 360,000;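 active = inhibition at 20 µM, scaled per plate between control wells, above about 37%, limit read from the data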;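 note: 0% = DMSO with enzyme and substrate and 100% = substrate only without enzyme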
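medium = Bis-Tris buffer pH 6.0, 2.5 mM DTT, 0.005% Tween 20 | test system = STEP (striatal-enriched tyrosine phosphatase) enzyme, cell-free | measure = normalized % inhibition | compound dosing = 20 µM, 1% DMSO | also added = 25 µM OMFP | schedule = reaction 20 min, ambient temperature | measured by = fluorescence read at 480 nm ex / 540 nm em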
MsrA inhibitor – bovine MsrA enzyme inhibitors, primary screen, biochemical, absorbance, HTS; inhibition, % at 15.5 µM; AID 651718, 2012; Methionine sulfoxide reductase A (Bos taurus); hit rate 0.75% among 360,000; purified bovine MsrA, absorbance read-out; in the data active = inhibition above about 4.5%;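 note: 0% = vehicle wells with enzyme and 100% = reference inhibitor wells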
Scp1 inh – Scp-1 phosphatase inhibitors, primary screen, biochemical, colorimetric, uHTS. Carboxy-terminal domain RNA polymerase II polypeptide A small phosphatase 1 (Homo …. Recombinant Scp1, phosphopeptide, malachite green phosphate absorbance. inhibition, % at 20 µM. hit rate 0.88% among 340,000;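 active = inhibition above about 50% at 20 µM, limit read from the data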;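 note: plate controls were DMSO wells with enzyme for no effect and wells lacking enzyme for full effect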
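System: truncated SCP-1 phosphatase (76-261aa); medium: Tris acetate buffer pH 5.5 with MgCl2 and Tween-20; incubation: 45 min room-temperature reaction, 5 min colour, 30 min stabiliser; compound: single 20 µM dose, 1% DMSO; reagent: Phosphorylated 17-residue peptide substrate; read-out: % inhibition at 20 µM; technique: colorimetric free-phosphate detection, absorbance 630 nm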
TbMetRS inhib – T. brucei MetRS inhibitors, primary screen, biochemical, luminescence | inhibition, % at 11.9 µM | hit rate 0.4% among 360,000 | purified T. brucei MetRS, ATP depletion, Kinase-Glo luminescence | methionyl-tRNA synthetase (Trypanosoma brucei brucei) | AID 624268, 2012;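 active = inhibition above a per-plate cutoff of the control wells' mean inhibition plus 3 SD, cut at about 5.5% in these data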;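 note: 0% = DMSO wells median and 100% = median of wells with control inhibitor compound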
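Assay system: T. brucei methionyl-tRNA synthetase, purified | Medium: HEPES buffer with MgCl2, KCl, DTT, spermine, BSA, pyrophosphatase | Compound: 11.9 µM single point | Incubation: 15 min enzyme-compound preincubation, 2 h reaction, 10 min detection, 25 °C | Measured by: Kinase-Glo luciferase luminescence reporting remaining unconsumed ATP | Measure: % inhibition normalized to control-well medians | Replication: Singlicate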
Starred values were filed as active, the others as inactive; . = no result given.

The first eight records (preview)
SMILES	eLon inh	SUMO1-SIM PPI	bovine MsrA act	CendR NRP1 mod	DNMT1 block	LMPTP block	STEP inh	MsrA inhibitor	Scp1 inh	TbMetRS inhib
COc1ccc(S(=O)(=O)N2CCOCC2)cc1NC(=O)CN1CCC(Cc2ccccc2)CC1	6	10	-2	-22	-9	0.6	2	0.3	4	0.0
CCN(C(=O)COC(=O)c1ccc(S(=O)(=O)N2CCCc3ccccc32)cc1)C1CCS(=O)(=O)C1 (stereo unspecified)	-8	-3	-1	4	-3	-0.2	2	-0.1	0	0.1
O=C(N/N=C/c1ccc(-c2ccc([N+](=O)[O-])cc2)o1)[C@H]1C[C@@H]1c1ccccc1	-5	-11	-2	-97	5	2.0	-1	0.1	-13	-0.4
COc1ccc(-n2c(=S)[nH]c3cc(C(=O)NCc4ccc(F)cc4)ccc3c2=O)c(OC)c1	-6	-3	-2	0	-4	0.9	2	-1.2	-18	0.1
CC(C)(C)c1cc(NC(=O)Nc2ccc(Cl)cc2Cl)no1	1	0	-5	0	-2	1.0	-1	0.0	-12	-0.8
CCCCCCC(=O)O	-3	1	-8	-2	1	-1.2	0	-0.5	4	0.1
CN(CCc1ccccc1)c1ccc([N+](=O)[O-])cn1	2	-20	-4	1	1	-0.6	-2	0.6	-4	0.3
Cc1ccccc1CCN(C(=O)Cn1nnc2ccccc21)C(C(=O)NC(C)(C)C)c1ccsc1 (stereo unspecified)	0	4	-10	-6	19	-3.7	-3	0.0	18	-1.3

The list itself, previewed entries included:
SMILES	eLon inh	SUMO1-SIM PPI	bovine MsrA act	CendR NRP1 mod	DNMT1 block	LMPTP block	STEP inh	MsrA inhibitor	Scp1 inh	TbMetRS inhib
COc1ccc(S(=O)(=O)N2CCOCC2)cc1NC(=O)CN1CCC(Cc2ccccc2)CC1	6	10	-2	-22	-9	0.6	2	0.3	4	0.0
CCN(C(=O)COC(=O)c1ccc(S(=O)(=O)N2CCCc3ccccc32)cc1)C1CCS(=O)(=O)C1 (stereo unspecified)	-8	-3	-1	4	-3	-0.2	2	-0.1	0	0.1
O=C(N/N=C/c1ccc(-c2ccc([N+](=O)[O-])cc2)o1)[C@H]1C[C@@H]1c1ccccc1	-5	-11	-2	-97	5	2.0	-1	0.1	-13	-0.4
COc1ccc(-n2c(=S)[nH]c3cc(C(=O)NCc4ccc(F)cc4)ccc3c2=O)c(OC)c1	-6	-3	-2	0	-4	0.9	2	-1.2	-18	0.1
CC(C)(C)c1cc(NC(=O)Nc2ccc(Cl)cc2Cl)no1	1	0	-5	0	-2	1.0	-1	0.0	-12	-0.8
CCCCCCC(=O)O	-3	1	-8	-2	1	-1.2	0	-0.5	4	0.1
CN(CCc1ccccc1)c1ccc([N+](=O)[O-])cn1	2	-20	-4	1	1	-0.6	-2	0.6	-4	0.3
Cc1ccccc1CCN(C(=O)Cn1nnc2ccccc21)C(C(=O)NC(C)(C)C)c1ccsc1 (stereo unspecified)	0	4	-10	-6	19	-3.7	-3	0.0	18	-1.3
Cn1c2c(c(=O)n(C)c1=O)C1c3cc(Cl)ccc3OCC1CO2 (stereo unspecified)	-8	-3	-1	-1	2	1.1	2	-0.2	-2	-1.0
COc1ccc(-n2c(-c3ccccc3)nnc2-c2ccc(Cl)cc2)cc1	-1	1	-13	-3	5	-0.5	0	-0.8	12	-3.3
COc1ccc(CCN2CC(C(=O)Nc3ccccc3F)CC2=O)cc1OC (stereo unspecified)	-10	-33	2	3	-7	-10.0	-2	0.1	-11	-0.3
Cn1c(-c2ccc(Cl)cc2)cnc1N	-5	2	-7	14	0	-1.7	1	-0.5	-2	-0.6
CC(=O)[C@@H]1[C@@H](C)N(Cc2ccccc2)C(=O)N[C@H]1c1ccccc1	-1	3	-2	-10	-3	-0.9	0	-0.9	-6	0.0
Cc1ccc(NC(=O)C2(C)CCN2C(=O)Cc2ccccc2Cl)cc1C (stereo unspecified)	12	-3	0	3	5	1.8	-2	0.7	.	-0.4
COc1ccc(-n2c(SCC(=O)Nc3ccccc3OC)nc(O)cc2=O)cc1	1	3	-10	1	-5	0.3	-2	1.9	-9	-1.5
O=C(CSc1nnc2c(Cl)cc(Cl)cn12)N1CCN(S(=O)(=O)c2ccccc2)CC1	8	-14	-5	-5	5	-0.6	1	-0.4	-6	0.9
CCSc1nnc(NC(=O)COc2ccc3ccccc3c2)s1	8	2	-9	11	3	0.0	0	-0.1	-7	-1.7
CSCCC(NS(=O)(=O)c1ccc2ccccc2c1)C(=O)OCC(=O)c1ccc(C(C)C)cc1 (stereo unspecified)	-4	-1	-10	14	5	3.6	2	0.0	-14	-1.5
C=CCN(C(=O)CNC(=O)c1cccs1)C(C(=O)NC1CCCCC1)c1cccnc1 (stereo unspecified)	-16	-5	-4	2	-2	-0.6	-2	1.4	-1	-0.4
COc1ccccc1[C@@H]1C(c2ccccc2)=NN(c2ccc(Br)cc2)[C@H]1C(=O)N1CCOC1=O	-5	-2	1	3	-7	2.9	-1	0.1	-7	-0.5
COc1ccc2ccccc2c1CN1CCN(C)CC1	-10	-7	-3	9	-1	-3.0	-5	0.5	-11	-1.3
CCCCc1cc(=O)oc2c3c(cc(OCC(=O)NCCCO)c12)OC(C)(C)CC3	-7	-1	-4	16	1	0.5	-1	0.4	-8	-0.2
Cc1ccc(S(=O)(=O)N2CCC(C(=O)OC(C)C(=O)NCc3ccc4c(c3)OCO4)CC2)cc1 (stereo unspecified)	-10	2	-1	11	4	-0.5	0	-0.3	-2	-0.1
Cc1cccc(S(=O)(=O)Nc2nc3ccccc3nc2Nc2ccc3c(c2)OCO3)c1	4	9	-5	5	-12	1.6	-2	-0.6	-8	-0.6
CC(C)(C)NC(=O)COC(=O)c1cc(Br)ccc1Cl	-10	4	1	-3	3	-1.4	0	0.4	-5	-0.7
CN(C)CCCNC(=S)NCc1ccc(Cl)cc1	6	7	-2	5	4	-0.4	2	-0.8	1	0.0
O=C(COC(=O)c1ccc(Cl)c(S(=O)(=O)NCc2ccccc2)c1)NCC1CCCO1 (stereo unspecified)	-2	-2	-4	12	-2	-2.6	-1	-1.3	-7	-0.4
N#CCCN(C(=O)COC(=O)C1CCN(S(=O)(=O)c2ccccc2C(F)(F)F)CC1)c1ccccc1	-8	3	-1	-8	-2	0.0	-2	-0.9	-8	-0.4
Cc1ccc(S(=O)(=O)NC[C@H]2O[C@@H](n3cnc4c(N)ncnc43)[C@H](O)[C@@H]2O)s1	-4	0	-7	-3	5	-0.7	0	-1.7	-2	-2.8
Cc1cccc(NC(=S)NCc2cccs2)c1	-8	1	-6	-8	2	-2.3	1	-0.9	-3	-0.4
CCCCOc1ccc(Br)cc1CSC(=N)N	0	-4	-2	6	3	0.6	-2	-0.3	-3	1.6
N#Cc1ccc(NCC(=O)Nc2ccc3c(c2)OCCO3)cc1	1	2	-4	1	-3	-1.6	-3	0.3	-15	-0.5
Cc1ccc(C(=O)N/N=C\c2ccc[nH]2)cc1[N+](=O)[O-]	-11	-11	-10	-4	-1	-0.1	0	3.3	-10	-0.7
CC(C(=O)OCC(=O)c1cccc([N+](=O)[O-])c1)N1C(=O)C2C3CCC(C3)C2C1=O (stereo unspecified)	-4	-17	-2	-16	0	1.0	2	-0.2	-4	0.0
O=C(Cn1cnc2sc(-c3ccccc3)cc2c1=O)N1CCOCC1	-6	-27	-4	5	-1	0.2	-17	1.1	2	-0.3
CCOC(=O)CSc1n[nH]c(NC(=O)c2ccc(F)cc2)n1	14	-2	1	-7	1	0.6	1	.	-2	-0.1
Cc1csc(NC(=O)CCC(=O)N(CC(=O)NC2CCCC2)c2ccccc2)n1	2	26	-11	9	4	-1.3	-6	-0.8	-3	-1.7
COc1cc(C(=O)NCC(c2cccs2)N2CCOCC2)cc(Br)c1OCc1ccccc1 (stereo unspecified)	4	0	-4	-1	-3	3.8	-2	0.5	-2	-0.2
CCN(C(=O)c1ccc2c(c1)OCO2)C12CC3CC(CC(C3)C1)C2	5	8	-4	-11	6	1.9	4	-0.2	-2	-0.3
COc1ccc(/C=C(\NC(=O)c2ccccc2)C(=O)NCc2ccco2)cc1OC	-1	-2	-3	12	2	2.0	2	0.1	1	-0.3
COc1ccc(C(=O)N2CCN(S(=O)(=O)c3ccc(Br)cc3)CC2)cc1	-2	5	-2	-4	0	-1.0	4	-0.3	-8	0.1
Cc1ccc(S(=O)(=O)N2CCCN(C)CC2)cc1	-14	-4	-2	-10	0	-2.7	-2	0.9	-12	-0.1
O=C(NCCCN1CCCC1=O)c1cc2ccccc2o1	-8	2	-14	6	0	-0.1	-2	0.3	-1	-0.2
Cc1ccc(NC(=S)N(CCCN(C)C)Cc2cc3cc4c(cc3[nH]c2=O)OCO4)cc1	-15	1	-13	10	4	1.4	1	-0.5	1	-0.3
CCC(=O)N(c1nnc(SCC(=O)Nc2ccccc2Cl)s1)C1CC1	-5	6	-2	-7	1	-1.4	-1	0.3	-6	-0.4
CN1CC(=O)N(CC(=O)Nc2ccc(Br)cc2F)C1=O	-3	9	-2	-2	0	-1.7	-1	0.1	-7	0.5
CC(=O)c1sc(NC(=O)C2(F)C(F)(F)C(F)(F)C(F)(F)C(F)(F)C2(F)F)nc1C	-15	-11	-1	-2	-2	-0.7	-1	2.6	0	-0.2
CSCCC(NC(=O)c1occc1C)C(=O)O (stereo unspecified)	0	-6	-4	3	0	-2.8	1	-0.6	0	-0.8
